Source: PubChem
Menin-MLL TR inh: displaces Texas Red mutant MLL peptide from human menin; AID 1768; Potency, µM (top dose mostly 61.6 µM), without a hit: at the highest dose FP activity change, negative = inhibition, most hits filed as inhibitors; Menin + Texas Red MLL mutant peptide, fluorescence polarization; O00255; 270,000 compounds, 0.23% hits; active = well fitted inhibition curve with a large enough effect in the polarisation, with a control signal flat, not every such curve was filed as active; inconclusive = small, poorly fitted or top-dose-only effect, or effect the other way, or a change in a side signal; inactive = no such curve, though single readings can be large or run the other way; the % refers to the polarisation; also: potency is read from the fitted curve at half-maximal effect; % of control where 0% means no effect; many of its hits are not listed in these tables
Target sequence (O00255 whole entry, looked up): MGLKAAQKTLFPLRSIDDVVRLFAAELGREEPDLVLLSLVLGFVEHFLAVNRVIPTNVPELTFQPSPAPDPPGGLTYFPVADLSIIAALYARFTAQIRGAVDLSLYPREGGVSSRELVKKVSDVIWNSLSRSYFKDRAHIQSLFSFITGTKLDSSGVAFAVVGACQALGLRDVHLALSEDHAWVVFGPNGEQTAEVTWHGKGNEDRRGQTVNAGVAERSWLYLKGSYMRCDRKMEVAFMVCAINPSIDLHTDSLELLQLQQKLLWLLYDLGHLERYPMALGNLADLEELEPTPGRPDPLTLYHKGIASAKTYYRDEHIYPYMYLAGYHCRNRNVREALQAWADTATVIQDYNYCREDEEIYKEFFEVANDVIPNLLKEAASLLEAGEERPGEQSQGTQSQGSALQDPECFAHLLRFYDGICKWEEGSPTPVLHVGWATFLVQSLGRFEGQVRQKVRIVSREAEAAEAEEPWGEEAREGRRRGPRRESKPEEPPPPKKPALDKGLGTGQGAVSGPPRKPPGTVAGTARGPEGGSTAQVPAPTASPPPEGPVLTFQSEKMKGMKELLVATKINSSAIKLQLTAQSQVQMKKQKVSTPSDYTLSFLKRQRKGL
PKM2 act: increases activity of human pyruvate kinase M2; purified PKM2, Kinase-Glo ATP luminescence, activation; response scale: 0% is enzyme alone, no compound; Potency, µM (top dose mostly 57.5 µM), without a hit: at the top dose activation, most hits filed as activators; 260,000 compounds, 0.34% hits; AID 1631; also: potency is read from the fitted curve at half-maximal effect; % is scaled to controls: 0 for no effect and ±100 for the full control effect; nearly all actives have a fitted effect of over 55% in size
Target sequence (P14618 whole entry, looked up): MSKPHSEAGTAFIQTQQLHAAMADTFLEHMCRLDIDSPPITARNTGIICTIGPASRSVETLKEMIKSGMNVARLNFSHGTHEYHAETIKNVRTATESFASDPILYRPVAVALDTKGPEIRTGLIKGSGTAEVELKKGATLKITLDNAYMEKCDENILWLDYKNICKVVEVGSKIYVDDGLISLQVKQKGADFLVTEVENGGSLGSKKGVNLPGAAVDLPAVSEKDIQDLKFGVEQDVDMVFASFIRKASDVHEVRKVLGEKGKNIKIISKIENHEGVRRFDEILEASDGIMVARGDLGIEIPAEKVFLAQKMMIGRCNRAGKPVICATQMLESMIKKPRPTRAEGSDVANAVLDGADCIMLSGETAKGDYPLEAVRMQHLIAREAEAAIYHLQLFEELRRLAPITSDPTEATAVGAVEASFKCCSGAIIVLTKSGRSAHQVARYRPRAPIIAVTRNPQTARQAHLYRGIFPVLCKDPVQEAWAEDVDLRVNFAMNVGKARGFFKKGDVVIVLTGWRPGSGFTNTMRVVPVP
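hPK-M2, >95% pure; 0.1 mM ADP / 0.5 mM PEP final; imidazole pH7.2 buffer w/ 7 mM MgCl2, 50 mM KCl; 1 h RT; Kinase-Glo lum. Intermediate enzyme activity for dual inhibitor/activator qHTS.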
Mito fusion yeast: inhibitors of mitochondrial division or activators of mitochondrial fusion. S. cerevisiae fusion-defective mutant growth rescue, CellTiterGlo 48 h. AID 485298. 320,000 compounds, 0.23% hits. Potency, µM (series often up to 46.1 µM), for inactives: at the top dose growth rescue (activation), most hits filed as activators;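 also: potency is read from the fitted curve at half-maximal effect; % of control where 0% means no effect; nearly all actives have a fitted effect of over 45% in size; temperature-sensitive fusion mutants such as fzo1-1 at 37 °C on non-fermentable ethanol glycerol medium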
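Yeast fusion mutant, YPEG (non-fermentable carbon), compound, 48 h at 37C non-permissive; CellTiterGlo added, 10 min RT, luminescence read. Rescued growth = division inhibition.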
hERG WT inh: blocks the wildtype human KCNH2 potassium channel | 340,000 compounds, 0.37% hits | AID 720551 | activity change, % at 1.84 µM | U2OS, BacMam KCNH2, thallium flux FluxOr; stronger effect = lower value;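 active = maximum activity change below -70%; inconclusive = maximum activity change between -70% and -50%; inactive = maximum activity change above -50%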; also: % is scaled to controls: 0 for no effect and ±100 for the full control effect
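U2OS cells transduced with wild-type KCNH2 virus are loaded with FluxOr dye for 45 min, and thallium flux is measured in kinetic reads before and after stimulation buffer. Rate constants are normalized to DMSO controls.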
Eya2 inh: inhibitors of human Eya2 phosphatase activity; recombinant Eya2, OMFP fluorescence dephosphorylation (OMFP is methylfluorescein phosphate); Potency, µM (highest dose often 76.9 µM), inactives show at the top dose activity, negative = inhibition, usual class: inhibitors; 330,000 compounds, 0.006% hits; also: potency is read from the fitted curve at half-maximal effect; % is scaled to controls: 0 for no effect and ±100 for the full control effect
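Eya2 (0.2 uM) preincubated 10 min at ambient with compound, then OMFP substrate added at 50 uM; 10 min reaction in 50 mM HEPES pH 7.5, 50 mM NaCl, 5 uM MgCl2, 0.05% BSA, 1 mM DTT. Fluorescence read at Ex 485/Em 525 nm.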
USP2a inh: inhibitors of human ubiquitin-specific protease USP2a. AID 463254. USP2 core, Ub-CHOP2 coupled fluorogenic reporter, 485/531. 330,000 compounds, 0.01% hits. Potency, µM (highest dose often 38.3 µM), inactives show at the highest dose activity change, negative = inhibition, actives largely listed as inhibitors. O75604;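 also: potency is read from the fitted curve at half-maximal effect; plate controls were DMSO wells for no effect and full inhibition by NEM control for full effect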
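USP2 core (10nM final) preincubated 30min RT with compound in 20mM Tris-HCl pH 8.0, 2mM CaCl2, 2mM beta-mercaptoethanol, 0.05% CHAPS; 25nM Ub-CHOP2 plus 25nM reporter substrate added, fluorescence (Ex485/Em531) read after 60min.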
BCR signal inh: blocks chronic active B-cell receptor signaling; 340,000 compounds, 0.05% hits; AID 493014; ABC-DLBCL IkBa-CBG/CBR reporter, luminescence ratio, 4 h; Potency, µM (series often up to 46.1 µM), without a hit: top-dose ratio change, negative = lower green/red ratio, hits mostly inhibitors; active = well fitted inhibition curve with a large enough effect in the signal ratio, with a control signal flat, not every such curve was filed as active; inconclusive = small, poorly fitted or top-dose-only effect, or effect the other way, or a change in a side signal; the % refers to the signal ratio;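 also: potency is read from the fitted curve at half-maximal effect; plate controls were basal doxycycline-induced cells for no effect and cells given 10 µM MG132 for full effect; MG132 reads +100%, hits lower the ratio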
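TMD8 human ABC-DLBCL cells with doxycycline-inducible IκBα–green luciferase fusion and unfused red luciferase, in 0.5% FBS medium; compounds up to 46 uM, 4 h at 37C. Green/red luminescence ratio, filter-overlap corrected, fitted to concentration-response curves.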
GALK inhibitor: blocks human galactokinase activity | P51570 | Purified GALK, Kinase-Glo residual ATP luminescence | Potency, µM (series often up to 57.5 µM), for the others: at the highest dose activity change, negative = inhibition, actives largely listed as inhibitors | 270,000 compounds, 0.007% hits; also: potency is read from the fitted curve at half-maximal effect; % is scaled to controls: 0 for no effect and ±100 for the full control effect
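Galactose (100 uM) and ATP (35 uM) were turned over by 5 nM GALK for 1 h at RT. Kinase-Glo Plus then converted the remaining ATP into a luminescent signal.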
TSHR antagonist: blocks TSH signaling through the human TSH receptor. TSHR-expressing cells, TSH-stimulated cAMP HTRF, 2 h; stronger effect = lower value. activity change, negative = inhibition, % at 11.5 µM. 330,000 compounds, 0.2% hits. P16473;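 active = activity change below a set negative limit, meaning inhibition stronger than a set level, cut at about -70% in these data; inconclusive = activity change between two set negative limits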; also: % is scaled to controls: 0 for no effect and ±100 for the full control effect
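Freshly harvested TSHR cells receive pin-tooled compound, then EC80 TSH at 4nM final. After 2 hours at 37 deg C, antibody in lysis buffer and cAMP-d2 are added; 30 minutes at ambient temperature precede the HTRF read.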
MBNL1 CUG block: blocks human MBNL1 binding to CUG repeat RNA | Q9NR56 | TR-FRET MBNL1-His/biotin-(CUG)12 binding, 665/545 ratio | Potency, µM (top dose mostly 57.5 µM), for the others: top-dose activity change, negative = inhibition, usual class: inhibitors | 280,000 compounds, 0.036% hits; active = well fitted inhibition curve with a large enough effect in the signal ratio, with a control signal flat, not every such curve was filed as active; inconclusive = small, poorly fitted or top-dose-only effect, or effect the other way, or a change in a side signal; inactive = no such curve, though single readings can be large or run the other way; the % refers to the signal ratio; also: potency is read from the fitted curve at half-maximal effect; % is scaled to controls: 0 for no effect and ±100 for the full control effect
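Inhibition of protein-RNA binding appears as loss of TR-FRET between terbium anti-His antibody on MBNL1-His and streptavidin-XL665 on biotin-(CUG)12. Activity is normalized to buffer-only and uninhibited-complex controls.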
S-ASM inh: blocks human secretory acid sphingomyelinase; 340,000 compounds, 0.006% hits; P17405; Potency, µM (top dose mostly 57.5 µM), inactives show at the top dose activity change, negative = inhibition, most hits filed as inhibitors; AID 504937; placental ASM, HMU-PC fluorogenic substrate, 60 min; also: potency is read from the fitted curve at half-maximal effect
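Human placenta-derived ASM preincubated with compound 10 min at room temperature, then reacted with 9 uM (final) fluorogenic HMU-PC substrate for 60 min at 37 C. Stop solution raises pH to 10; fluorescence read at Ex 386/Em 447 nm.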
Starred values were filed as active, the others as inactive; i = inactive; ? = inconclusive; / = not tested or not shown; & = joins results of further samples; [ ] = remark or other dose. Unless noted, calls follow the shape of the dose curve; as a rule, active = well fitted curve in the direction sought with a large enough effect; inconclusive = small, poorly fitted or top-dose-only effect, or another doubt; inactive = no such curve, though single readings can be large; an effect the other way counts as inactive or inconclusive. An excerpt; the hit share may differ from the screen's.

SMILES | Menin-MLL TR inh | PKM2 act | Mito fusion yeast | hERG WT inh | Eya2 inh | USP2a inh | BCR signal inh | GALK inhibitor | TSHR antagonist | MBNL1 CUG block | S-ASM inh
O=C(Cc1ccc2c(c1)OCCO2)N1CCN(S(=O)(=O)c2cccc(C(F)(F)F)c2)CC1 | -5% | 21% | -1% | 12 | -8% | 2% | 0% | 2% | 12 | / | 3%
CCCCCCc1cc2cc(S(=O)(=O)c3ccc(F)c(Cl)c3)c(=O)oc2cc1O | ? | -13% | -18% | -15 | -3% | 1% | 14% | -1% | -22 | -11% | i
CC(=O)NC1=NN(C(C)=O)C(C)(c2ccc(Cl)s2)S1 (stereo unspecified) | -2% | 4% | 2% | -2 | 4% | 1% | 13% | 0% | -3 | 2% | 4%
COc1cc(OC)cc(C(=O)NN2CCCCC2)c1 | 12% | 0% | -5% | -2 | -23% | 3% | 11% | 4% | 2 | -3% | 0%
COc1ccc(Cn2ccc(=O)c(Cc3c(Cl)cccc3Cl)c2C)cc1 | -28% | 24% | 0% | 9 | -1% | 0% | ? | -1% | 16 | -7% | -3%
CN(C(=O)CSc1ncnc2sc3c(c12)CCC3)C1CCS(=O)(=O)C1 (stereo unspecified) | / | / | 2% | -7 | 1% | 3% | -4% | / | -2 | / | 1%
Cc1nnc(SCCC(=O)Nc2ccc(F)cc2)s1 | 9% | -4% | -3% | -11 | -7% | 1% | 7% | 1% | 6 | 3% | 0%
O=C1CCN(Cc2ccccc2)C(=O)N1c1ccccc1 | / | -4% | 4% | -6 | 4% | -4% | ? | 1% | 4 | / | 0%
O=S(=O)(/C=C/c1ccccc1)Nc1ccc(N2CCOCC2)cc1 | -20% | 0% | -4% | -1 | -6% | -1% | -16% | -3% | -7 | 3% | 1%
CCOC(=O)/C(C#N)=N\Nc1ccc(S(=O)(=O)Nc2nc(C)cc(C)n2)cc1 | -12% | 5% | 2% | -1 | 21% | 2% | -1% | 1% | 14 | / | 3%
COc1ccccc1-c1nc(-c2ccccn2)no1 | -3% | -95% | -7% | 0 | 4% | -1% | ? | 5% | -4 | 6% | 3%
Cc1nc(-c2ccncc2)sc1C(=O)Nc1ccc(Br)cc1 | 3% | 1% | 0% | 6 | -15% | 0% | 0% | 7% | -11 | 12% | -17%
Cc1ccc(C2(C)NC(=O)N(CC(=O)Nc3ccccc3N3CCCCC3)C2=O)cc1 (stereo unspecified) | / | / | 12% | -17 | 0% | 1% | -5% | / | -2 | / | 0%
CC1CN(c2nn3c(=O)c4ccccc4nc3c3ccccc23)CC(C)O1 (stereo unspecified) | -17% | 0% | 20% | 3 | 6% | 0% | ? | -1% | -7 | 15% | 39%[activator]
CCc1c(C)nc2nc(SCc3ccccc3Cl)[nH]n2c1=O | 29% | / | -9% | 12 | 5% | 0% | ? | / | -1 | -2% | 3%
N#Cc1c2n(cnc1=O)CCCCC2 | -3% | -2% | 1% | 2 | / | / | / | 4% | / | 2% | 2%
Cc1nnn(-c2nonc2N)c1C(=O)N/N=C/c1cccc2ccccc12 | ? | 17% | 0% | 3 | -19% | 3% | 0% | 0% | -12 | 2% | 5%
C=CCn1c2ccccc2c2nnc(SC(CC)C(=O)Nc3sc4c(c3C#N)CCCC4)nc21 (stereo unspecified) | / | -7% | -1% | 0 | 4% | 6% | -29% | -1% | 1 | 3% | -11%
COc1cccc(Cl)c1NC(=O)N1CCc2c([nH]c3ccccc23)C1C(F)(F)F (stereo unspecified) | / | 5% | 4% | -4 | 6% | 7% | ? | 1% | -8 | 1% | -19%
COc1ccc(C2=Nn3c(nnc3-c3ccc(OC)cc3)SC2)cc1 | -12%&-18% | -8% | ? | 15 | 0% | -8% | 6.5µM* | -1% | 28 | 1% | -19%
CC(=O)c1cccc(CN2CCC(C(=O)Nc3ccc(-c4cccc(C)c4)cc3)CC2)c1 | 26% | 4% | 0% | -13 | 4% | -1% | ? | 1% | -8 | -2% | -7%
COC(=O)Oc1cncc(C(=O)O)c1 | -17% | -2% | -1% | 2 | -16% | 3% | 0% | 0% | 20 | -2% | 3%
O=C1CCc2cc(S(=O)(=O)NC3CCCCC3)cc3c2N1CC3 | / | / | 0% | 0 | 10% | 1% | -13% | / | 2 | / | 2%
Cc1ccc(S(=O)(=O)N2CCN(C(=O)Cc3ccsc3)CC2)c(C)c1 | / | 23% | 3% | 0 | -8% | 1% | 3% | -5% | ? | -2% | 1%
Cc1ccc(OCCC(=O)O)cc1 | / | -6% | 7% | 5 | 15% | 1% | -9% | 0% | 0 | / | 5%
Other structures:
SMILES | Menin-MLL TR inh | PKM2 act | Mito fusion yeast | hERG WT inh | Eya2 inh | USP2a inh | BCR signal inh | GALK inhibitor | TSHR antagonist | MBNL1 CUG block | S-ASM inh
CC(=O)N1c2ccccc2NC2=C(C(=O)CCC2)C1c1ccc(F)cc1 (stereo unspecified) | 10% | 20% | 4% | -15 | -25% | 6% | 3% | 3% | -3 | 0% | 2%
CN(c1ccccc1)S(=O)(=O)c1cccc(NC(=O)CSc2ncc(C(F)(F)F)cc2Cl)c1 | -1% | -19% | 15% | 33 | 7% | -14% | ? | -2% | 3 | -14% | -1%
COc1ccc(/C=C/C(O)=C(\C#N)c2nnc(N3CCOCC3)n2-c2ccccc2)cc1OC | -1% | / | -7% | 27 | 21% | 0% | -20% | 10% | 1 | 0% | -2%
Cc1cc(C)cc(NC(=O)C2CCCN2S(=O)(=O)c2ccc3c(c2)C(C)(C)C(=O)N3C)c1 (stereo unspecified) | 1% | -5% | 1% | -6 | -9% | 1% | 7% | / | 4 | -1% | 3%
O=C(c1ccc(F)cc1)N1CCOCC1 | 0% | 0% | -1% | 0 | 8% | 9% | 1% | -1% | -3 | -6% | 2%
O=C(CCC(=O)c1ccc(Oc2ccccc2)cc1)Nc1cccc(Cl)c1 | -3% | -2% | -1% | 1 | 0% | 2% | -7% | 0% | 0 | ? | -24%
COc1ccc(N(CC(=O)Nc2cc(C)ccc2C)S(=O)(=O)c2c(C)nn(C)c2C)cc1 | 0% | -4% | -2% | -12 | 1% | 2% | -6% | -1% | 4 | -2% | -3%
O=C(Cn1nnc(-c2ccccc2)n1)NNC(=O)c1ccc(Br)cc1 | 1% | 1% | -1% | 3 | -7% | 0% | 6% | 5% | 23 | -3% | -4%
Cc1ccc(/C=N/Nc2ccc(Cl)c(C(=O)O)c2)s1 | 23% | -1% | 0% | 1 | 0% | 0% | ? | -1% | -2 | ? | 0%
O=C1CNC(=O)/C1=C/c1ccc(O)cc1 | ? | -7% | 1% | 5 | -5% | -1% | 2% | -4% | 11 | -2% | -18%
CC(=O)C1=C(O)C(=O)N(c2ccc(C)cc2)C1c1ccc([N+](=O)[O-])cc1 (stereo unspecified) | ? | -2% | -3% | / | 8% | -8% | -1% | 2% | -1 | ? | 4%
Cc1ccc(C(=O)Nc2cc(C(C)C)c(O)c(C(C)C)c2)cc1 | 0% | -8% | ? | -1 | -3% | 2% | 3% | 1% | -17 | -9% | -4%

Entries listed so far containing a CF3 group:
SMILES | Menin-MLL TR inh | PKM2 act | Mito fusion yeast | hERG WT inh | Eya2 inh | USP2a inh | BCR signal inh | GALK inhibitor | TSHR antagonist | MBNL1 CUG block | S-ASM inh
O=C(Cc1ccc2c(c1)OCCO2)N1CCN(S(=O)(=O)c2cccc(C(F)(F)F)c2)CC1 | -5% | 21% | -1% | 12 | -8% | 2% | 0% | 2% | 12 | / | 3%
COc1cccc(Cl)c1NC(=O)N1CCc2c([nH]c3ccccc23)C1C(F)(F)F (stereo unspecified) | / | 5% | 4% | -4 | 6% | 7% | ? | 1% | -8 | 1% | -19%
CN(c1ccccc1)S(=O)(=O)c1cccc(NC(=O)CSc2ncc(C(F)(F)F)cc2Cl)c1 | -1% | -19% | 15% | 33 | 7% | -14% | ? | -2% | 3 | -14% | -1%
